PGC1a acetyl inh: modulators of PGC1a acetylation; U2OS PGC1a acetylation, AlphaScreen anti-acetyl-lysine; with virally co-expressed GCN5 acetyltransferase; inhibition, % at 15.6 µM; 0.17% of 350,000 active; AID 651687;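 active means every replicate shows inhibition of at least 40%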;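 further: 0% = neutral control wells and 100% = positive control wells; some results beyond the cut were filed as inactive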
Statin myotox sup: suppression of simvastatin myotoxicity | 0.78% of 330,000 active | C2C12 myotubes + simvastatin, ATP luminescence, 48 h; scaled: DMSO 0, geranylgeraniol control 100 | rescue of ATP level, % at 7.49 µM;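 active means mean ATP rescue above about 67%, or every replicate alone reaching that limit, limit read from the data, passing the limit was not always enough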;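 further: myotubes were challenged with 10 µM simvastatin during compound exposure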
XiGFP reactiv: reactivates the inactive X chromosome in mouse fibroblasts; 0.055% of 360,000 active; activation, % at 7.58 µM; XiGFP mouse fibroblasts, % GFP-positive cells imaging, 3 d; cells co-treated with 5-aza-dC sensitizer; scaled so ellipticine positive control = 100%;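 active means mean normalized replicate activation at least 10% and every replicate at or above 10%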;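 further: 0% = median of on-plate neutral control wells and 100% = ellipticine 6 µM median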
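material = 68-5-11 XiGFP fibroblast line | medium = DMEM plus 5-aza-dC sensitizer | schedule = 3 days compound exposure | benchmarks = positive control ellipticine, 6 µM final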
SIRT5 block: inhibitors of human sirtuin-5 desuccinylase; Q9NXA8; Purified SirT5, succinyl-peptide AMC, trypsin-coupled fluorescence; inhibition, % at 15 µM; 1.1% of 330,000 active; AID 652115; in the data active means inhibition above about 15%
Cneo AK release: Cryptococcus neoformans lysis via adenylate kinase release; C. neoformans lysis, adenylate kinase release luminescence, 4 h; normalised: neutral wells 0, clomiphene wells 100; lysis activity, % at 15 µM; 0.2% of 360,000 active; AID 651654;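 active means mean lysis activity across replicates of at least 80%, whatever share of replicates individually reach that level; inactive means mean lysis activity below 80%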
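Test system: log-phase Cryptococcus neoformans yeast cells; Quantity: yeast cell density of 5 × 10^6 cells/mL; Buffer or medium: YPD; Doses: single compound concentration per well; Timing: 4 h at 37 °C static, read 1 h later; Measured by: AK luminescence; Read-out basis: lysis from increased AK signal; Control set: Clomiphene as positive control.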
LGR2 antag: inhibitors of bursicon-induced Drosophila LGR2 receptor cAMP signaling | inhibition, % at 9.99 µM | HEK293 LGR2, CRE-luciferase, bursicon-stimulated, 4 h | AID 720647 | 0.35% of 380,000 active;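 active means drop in luminescence signal, shown as inhibition above about 50% in the replicate tests, limit read from the data, passing the limit was not always enough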;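 further: agonist challenge used bursicon conditioned medium at about half maximal strength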
S100A4 inh HTS: blocks human S100A4 binding to myosin IIA peptide. P26447. S100A4/TAMRA-MyoIIA peptide fluorescence polarization. inhibition, % at 10.7 µM. 0.14% of 360,000 active. AID 652163;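 active means mean inhibition of at least 70% across replicates, with every replicate also reaching that level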
Target sequence (P26447 whole entry, looked up): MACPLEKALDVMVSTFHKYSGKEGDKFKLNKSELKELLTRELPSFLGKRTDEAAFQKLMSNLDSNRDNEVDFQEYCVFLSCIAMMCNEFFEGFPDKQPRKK
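Material: S100A4 monomer (human). Medium: Calcium-containing HEPES buffer, pH 7.2. Probe or stimulus: labelled myosin peptide probe, 5 nM. Compound dosing: one concentration per compound. Timing: polarization read 5 min after assay mix addition, stable 5–60 min. Benchmarks: DMSO as neutral control, TFP as positive control.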
ERAP1 inh: blocks human ERAP1 aminopeptidase activity; Q9NZ08; AID 652197; 0.15% of 340,000 active; recombinant ERAP1, Leu-AMC fluorescence, 60 min; inhibition, % at 10.7 µM;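 active means mean replicate inhibition of at least 30%, or all replicates individually reaching that 30% level; inactive means mean below 30% and not every replicate reaching it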;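 further: 0% = neutral control wells and 100% = L-leucinethiol positive control wells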
Target sequence (Q9NZ08 whole entry, looked up): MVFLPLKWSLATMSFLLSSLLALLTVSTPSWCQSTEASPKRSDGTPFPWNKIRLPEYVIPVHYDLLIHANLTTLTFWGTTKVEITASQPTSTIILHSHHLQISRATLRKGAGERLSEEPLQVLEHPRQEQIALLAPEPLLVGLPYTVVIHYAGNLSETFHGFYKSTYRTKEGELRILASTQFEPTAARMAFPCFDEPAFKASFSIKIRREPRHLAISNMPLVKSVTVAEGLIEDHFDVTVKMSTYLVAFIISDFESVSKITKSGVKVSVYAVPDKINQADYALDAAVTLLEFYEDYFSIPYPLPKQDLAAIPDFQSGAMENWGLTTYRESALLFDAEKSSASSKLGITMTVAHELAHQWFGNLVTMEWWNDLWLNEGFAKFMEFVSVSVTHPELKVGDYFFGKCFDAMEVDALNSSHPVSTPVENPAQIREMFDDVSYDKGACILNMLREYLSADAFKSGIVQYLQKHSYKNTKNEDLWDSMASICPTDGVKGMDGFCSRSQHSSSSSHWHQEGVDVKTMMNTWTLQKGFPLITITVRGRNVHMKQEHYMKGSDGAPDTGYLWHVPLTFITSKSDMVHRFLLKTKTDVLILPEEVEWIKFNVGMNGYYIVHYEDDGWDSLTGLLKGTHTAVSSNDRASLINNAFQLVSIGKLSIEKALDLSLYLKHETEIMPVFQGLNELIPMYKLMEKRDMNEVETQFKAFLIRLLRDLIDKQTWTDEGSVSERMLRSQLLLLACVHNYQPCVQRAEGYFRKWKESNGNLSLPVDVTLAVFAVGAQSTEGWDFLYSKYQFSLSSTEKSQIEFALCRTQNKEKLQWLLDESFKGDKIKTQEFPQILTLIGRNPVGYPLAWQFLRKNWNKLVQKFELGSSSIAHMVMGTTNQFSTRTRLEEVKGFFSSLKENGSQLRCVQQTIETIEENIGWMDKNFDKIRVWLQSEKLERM
Active calls of the source: *; . = not tested or not shown; & = joins results of further samples.

SMILES	PGC1a acetyl inh	Statin myotox sup	XiGFP reactiv	SIRT5 block	Cneo AK release	LGR2 antag	S100A4 inh HTS	ERAP1 inh
COC(=O)c1ccc(OC(=O)CCN2C(=O)C3CCCCC3C2=O)cc1 (centres undefined)	-10	3	0.3	.	2	-7	.	.
C=CCn1nnnc1SCC(=O)Nc1cccc(C(F)(F)F)c1	1	-15	0.1	-11	1	1	13	103*
COc1cc(CN2CC(C)CC(C)C2)cc([N+](=O)[O-])c1O (centres undefined)	.	.	0.0	-1	.	2	4	1
CCOc1ccc(N(CC(=O)N2CCN(c3ccccc3)CC2)S(=O)(=O)c2c(C)noc2C)cc1	-10	8	-0.1	.	-2	-1	2	.
Cc1c(C(=O)Nc2ccc3c(c2)OCCO3)sc2nc(-c3ccccc3)cn12	-62	-28	.	1	1	33	-4	-2
Cc1cc(C)c(CN2CCC(n3nccc3NC(=O)CCOc3ccccc3)CC2)cc1C	-2	-20	0.1	2	7	-12	-2	-4
CCOC(=O)N1CCN(C(=O)c2ccc(N(Cc3ccc(Cl)cc3)S(C)(=O)=O)cc2)CC1	.	10	0.0	1	-4	-5	-30	1
Cc1ccc([C@@H]2CC=C(C(=O)O)[C@H](c3ccc(F)cc3)N2S(=O)(=O)c2ccccc2C)cc1	1	4	0.2	3	4	5	-12	2
Cc1ccc(S(=O)(=O)NCc2ccc(C(=O)NCCc3ccc(S(N)(=O)=O)cc3)cc2)cc1	-1	0	0.1	1	0	-25	2	0
Cc1cccc2sc(N(CCCN(C)C)C(=O)CCS(=O)(=O)c3ccccc3)nc12	21	-14	0.4	-2	-14	10	-2	4
Cc1nc2ccn(Cc3ccccc3)c(=O)c2cc1C(=O)N1CCN(c2ccc(F)cc2)CC1	-2	2	0.0	1	1	6	2	1
CC(=O)Nc1ccc(S(=O)(=O)Oc2ccc(/C=C3\SC(N)=NC3=O)cc2)cc1	-4	.	0.0	-3	.	8	-1	0
CCC1CCCCN1CCCNC(=O)c1cn(C)c2ccc(S(=O)(=O)N(C)C3CCCCC3)cc2c1=O (centres undefined)	-4	-8	0.1	1	-2	25	-3	-3
CCOc1ccc(N(C(=O)c2ccc3c(c2)OCO3)C2C=CS(=O)(=O)C2)cc1 (centres undefined)	.	10	-0.1	-2	-5	0	10	1
CCn1cc(C(=O)N[C@@H](CCSC)C(=O)NCCO)c(=O)c2cc3c(cc21)OCO3	.	7	0.1	0	2	13	-8	-9
N=c1c(S(=O)(=O)c2ccc(Cl)cc2)cc2c(=O)n3ccccc3nc2n1Cc1ccco1	-3	-14	0.0	-4	1	-13	-1	-4
Cc1noc(C)c1S(=O)(=O)Nc1ccc2c(c1)CC(=O)N([C@@H](C)CO)C[C@H](C)[C@@H](CN(C)Cc1ccc3c(c1)OCO3)O2	1	17	0.4	-2	-2	13	2	-2
O=S(=O)(CC(CN1CCCCC1)N1CCCCC1)c1ccccc1 (centres undefined)	12	-20	0.0	-1	-2	9	-56	0
COc1cc(NC(=O)COc2ccc3c(C)cc(=O)oc3c2C)cc(OC)c1OC	-6	-7	0.2	-4	-2	7	-1	1
O=C(C[C@@H]1C[C@H]2c3cc(NC(=O)NC4CCCCC4)ccc3O[C@H]2[C@H](CO)O1)NCc1cccnc1	2	-6	0.0	-2	4	-6	8	-3
CCCNC(=O)N(C)C[C@@H]1Oc2ncc(-c3ccc(C(=O)N(C)C)cc3)cc2C(=O)N([C@@H](C)CO)C[C@@H]1C	0	5	-0.1	-3	-2	4	17	0
Cc1cnc(C)c(Nc2nc(C(N)Cc3ccc(C(F)(F)F)cc3)cs2)n1 (centres undefined)	-4	-12	0.0	-2	10	7	-7	4
CCCC(=O)Nc1ccc2c(c1)OC[C@@H](C)N(C)C[C@H](C)[C@H](OC)CN(C)C2=O	.	-11	0.1	-5	9	-4	19	1
O=C(C[C@@H]1C[C@@H]2c3cc(NC(=O)Nc4ccccc4)ccc3O[C@@H]2[C@H](CO)O1)NCc1ccccc1	7	-1	0.2	2	-1	0	-26	-6
COc1ccc(NC(=S)N/C(=N/S(=O)(=O)c2ccc(C)cc2)c2ccccc2)cc1	1	-9	-0.1	1	-1	-90	-5	3
CCN(CC)c1ccc(S(=O)(=O)Nc2cc(Cl)ccc2Cl)cc1NC(=S)NC(=O)C1CCCC1	2	13	0.0	4	-1	22	-5	2
CC(C)/C=N/Nc1nc2c(c(=O)n(C)c(=O)n2C)n1C	.	-4	0.1	-13	.	.	9	0
CCCNC(=O)C1(C)CCN(Cc2cc(C(F)(F)F)ccc2Cl)C1 (centres undefined)	-2	9	0.0	2	4	8	-4	0
CC1(C)SC2C(NC(=O)C3(N)CCCCC3)C(=O)N2C1C(=O)O (centres undefined)	1	-4	-0.2	-6	0	3	-4	1
Oc1ccc(Cl)cc1CNc1nccs1	-7	0	-0.1	1	0	-3	-4	-2
C[C@@H]1CCCCO[C@H](CN(C)Cc2ccc(Cl)c(Cl)c2)[C@@H](C)CN([C@@H](C)CO)C(=O)c2cc(NS(=O)(=O)c3ccc(F)cc3)ccc2O1	-3	.	0.3	.	.	-4	1	-1
COc1ccc(CC(O)CO)cc1OCc1ccccc1 (centres undefined)	12	-2	0.0	-2	0	-13	-8	-6
COc1cccc(S(=O)(=O)N2[C@@H]3CNC[C@H]2C3c2ccc(-c3ccc(C(=O)N(C)C)cc3)cc2)c1 (some centres undefined)	0	.	0.1	-1	.	-10	-2	-1
CCOC(=O)c1c(NC(=O)COC(=O)c2ccc(Cl)nc2)sc(C(=O)N(C)C)c1C	3	8	0.1	-4	1	0	-2	5
C[C@H]1CN([C@@H](C)CO)C(=O)c2cc(-c3ccc(F)cc3)cnc2O[C@@H]1CN(C)C(=O)Cc1ccccn1	5	7	0.4	-3	-3	5	40	1
C[C@H]1CN([C@@H](C)CO)C(=O)Cc2cc(NC(=O)Nc3ccc4c(c3)OCO4)ccc2O[C@@H]1CN(C)CC1CCCCC1	-8	-7	0.2	11	-1	-29	-10	-2
CCC(CC)NC(=O)Cn1c(C(C)NC(C)=O)nc2ccccc21 (centres undefined)	0	.	0.0	-2	.	-5	-23	-6
C[C@H](CO)N1C[C@H](C)[C@H](CN(C)Cc2ccc(Cl)c(Cl)c2)Oc2c(NC(=O)Nc3ccc(F)cc3)cccc2C1=O	-10	-18	-0.1	5	3	13	-2	0
COCC(=O)N1CC[C@H]2[C@H](CO)Nc3ccc(C#Cc4ccc(OC)cc4)cc3[C@H]21	10	.	0.4	15*	.	-11	-2	0
COc1ccc(-c2nc(CS(=O)CC(=O)NCc3ccccc3)c(C)o2)cc1OC (centres undefined)	-5	17	0.0	-11	-3	-7	0	2
CCCC(=O)Nc1ccc2c(c1)C(=O)N(C)C[C@@H](OC)[C@H](C)CN(Cc1ccncc1)[C@@H](C)CO2	0	-2	0.4	.	.	-4	.	.
COc1ccc(OC)c(C(c2c(C)[nH][nH]c2=O)c2c(C)[nH][nH]c2=O)c1	4	-6	0.0	1	5	11	2	2
C[C@@H](NC(=O)C[C@@H]1CC[C@@H](NC(=O)CN2CCOCC2)[C@H](CO)O1)c1ccccc1	15	-1	-0.6	-1	-6	-1	2	-1
C[C@@H]1CCCCO[C@H](CN(C)C(=O)Nc2ccc3c(c2)OCO3)[C@H](C)CN([C@@H](C)CO)C(=O)c2cc(NS(=O)(=O)c3ccccc3)ccc2O1	0	.	0.1	7	-13	-11	-18	0
CCN1CCN(S(=O)(=O)c2ccc(OC)c(NC(=O)c3ccccc3F)c2)CC1	.	0	0.2	-3	.	8	-5	0
CN(C)CCn1c2c(c(SCC(=O)Nc3cccc4ccccc34)nc1=O)CCC2	.	12	0.0	2	3	-20	-2	0
CC(C)(O)C#Cc1ccc(C(=O)Nc2ccc3c(c2)OCO3)s1	-1	-22	2.2	0	1	-69	-1	7
COc1ccc(C(C)(O)c2nc(-c3ccc(F)c(Cl)c3)cs2)cc1 (centres undefined)	.	9	0.0	.	-1	46	-10	1
O=S(=O)(c1ccccc1)N1[C@@H]2CNC[C@H]1C2c1ccc(/C=C/c2ccccc2)cc1 (some centres undefined)	4&1	.	0.3&0.0	9&7	.	-21&29	-15&-10	0&5
C[C@@H]1CN([C@H](C)CO)S(=O)(=O)c2ccc(C3=CCCCC3)cc2O[C@@H]1CN(C)C(=O)C1CCC1	-11	-73	-1.0	5	10	17	-3	-3
CCc1ccccc1C1C(=O)c2ccccc2C1=O	-4	-8	0.0	10	1	-2	1	.

Of the compounds above, ten have fluorine.
SMILES	PGC1a acetyl inh	Statin myotox sup	XiGFP reactiv	SIRT5 block	Cneo AK release	LGR2 antag	S100A4 inh HTS	ERAP1 inh
C=CCn1nnnc1SCC(=O)Nc1cccc(C(F)(F)F)c1	1	-15	0.1	-11	1	1	13	103*
Cc1ccc([C@@H]2CC=C(C(=O)O)[C@H](c3ccc(F)cc3)N2S(=O)(=O)c2ccccc2C)cc1	1	4	0.2	3	4	5	-12	2
Cc1nc2ccn(Cc3ccccc3)c(=O)c2cc1C(=O)N1CCN(c2ccc(F)cc2)CC1	-2	2	0.0	1	1	6	2	1
Cc1cnc(C)c(Nc2nc(C(N)Cc3ccc(C(F)(F)F)cc3)cs2)n1 (centres undefined)	-4	-12	0.0	-2	10	7	-7	4
CCCNC(=O)C1(C)CCN(Cc2cc(C(F)(F)F)ccc2Cl)C1 (centres undefined)	-2	9	0.0	2	4	8	-4	0
C[C@@H]1CCCCO[C@H](CN(C)Cc2ccc(Cl)c(Cl)c2)[C@@H](C)CN([C@@H](C)CO)C(=O)c2cc(NS(=O)(=O)c3ccc(F)cc3)ccc2O1	-3	.	0.3	.	.	-4	1	-1
C[C@H]1CN([C@@H](C)CO)C(=O)c2cc(-c3ccc(F)cc3)cnc2O[C@@H]1CN(C)C(=O)Cc1ccccn1	5	7	0.4	-3	-3	5	40	1
C[C@H](CO)N1C[C@H](C)[C@H](CN(C)Cc2ccc(Cl)c(Cl)c2)Oc2c(NC(=O)Nc3ccc(F)cc3)cccc2C1=O	-10	-18	-0.1	5	3	13	-2	0
CCN1CCN(S(=O)(=O)c2ccc(OC)c(NC(=O)c3ccccc3F)c2)CC1	.	0	0.2	-3	.	8	-5	0
COc1ccc(C(C)(O)c2nc(-c3ccc(F)c(Cl)c3)cs2)cc1 (centres undefined)	.	9	0.0	.	-1	46	-10	1

Part of the list above, in CSV form.
mol,PGC1a acetyl inh,Statin myotox sup,XiGFP reactiv,SIRT5 block,Cneo AK release,LGR2 antag,S100A4 inh HTS,ERAP1 inh
C[C@@H]1CCCCO[C@H](CN(C)C(=O)Nc2ccc3c(c2)OCO3)[C@H](C)CN([C@@H](C)CO)C(=O)c2cc(NS(=O)(=O)c3ccccc3)ccc2O1,0,.,0.1,7,-13,-11,-18,0
CCN1CCN(S(=O)(=O)c2ccc(OC)c(NC(=O)c3ccccc3F)c2)CC1,.,0,0.2,-3,.,8,-5,0

A portion of the library; rates above refer to the full screens.
